Source: PubChem BioAssay
ABCB6 inh 2: ABCB6 transporter inhibitors, primary screen, K562-ABCB6 cells, flow cytometry, MLPCN library; AID 602162, 2011; ATP-binding cassette sub-family B member 6 (Homo sapiens), Q9NP58; K562-ABCB6 porphyrin accumulation, 1 h; hits give low values; fluorescence ratio to DMSO, % at 10 µM; actives 0.19% (n = 360,000);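 active means fluorescence ratio to DMSO below 75%, the collection mean minus 3 SD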;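 further: signal is porphyrin accumulated inside mitochondria; 100% equals median channel fluorescence of DMSO control wells; lower ratio means ABCB6 inhibition with less porphyrin fluorescence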
Target sequence (Q9NP58 whole entry, looked up): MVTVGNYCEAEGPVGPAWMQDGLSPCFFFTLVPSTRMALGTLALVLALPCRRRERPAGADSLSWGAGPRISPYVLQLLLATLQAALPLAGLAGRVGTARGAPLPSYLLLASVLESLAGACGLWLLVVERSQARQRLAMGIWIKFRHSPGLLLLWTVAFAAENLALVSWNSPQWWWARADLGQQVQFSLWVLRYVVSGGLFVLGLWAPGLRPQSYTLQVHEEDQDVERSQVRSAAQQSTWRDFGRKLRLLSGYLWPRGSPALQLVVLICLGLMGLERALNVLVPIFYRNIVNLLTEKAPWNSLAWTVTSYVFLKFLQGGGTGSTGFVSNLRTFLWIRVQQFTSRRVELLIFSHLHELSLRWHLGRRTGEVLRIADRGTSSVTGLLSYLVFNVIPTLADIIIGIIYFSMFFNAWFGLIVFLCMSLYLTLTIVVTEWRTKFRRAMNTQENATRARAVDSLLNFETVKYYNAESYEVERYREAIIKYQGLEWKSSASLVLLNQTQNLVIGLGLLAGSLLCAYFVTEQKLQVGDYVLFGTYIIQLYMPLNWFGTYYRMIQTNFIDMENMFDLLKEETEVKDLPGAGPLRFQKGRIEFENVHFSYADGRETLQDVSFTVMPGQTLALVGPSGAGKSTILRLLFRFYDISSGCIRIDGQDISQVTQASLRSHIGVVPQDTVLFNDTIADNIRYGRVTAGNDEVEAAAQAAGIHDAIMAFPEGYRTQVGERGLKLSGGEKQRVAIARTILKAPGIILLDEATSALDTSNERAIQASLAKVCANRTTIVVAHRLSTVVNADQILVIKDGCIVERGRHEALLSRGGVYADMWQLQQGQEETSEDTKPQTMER
PDI inh: inhibitors of human PDI, primary screen, biochemical, turbidity, single point, plate reader; Protein disulfide-isomerase (Homo sapiens), P07237; PDI insulin aggregation turbidity, A650, 90 min; inhibition, % at 10 µM; actives 0.052% (n = 350,000); AID 588391, 2011;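 active means mean inhibition across replicates of 30% or more, whatever share of single replicates reach that level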;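 further: absorbance from insulin aggregation driven by PDI reduction with DTT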
H9c2 protect: cardioprotection against H2O2-induced cell death, primary screen, uHTS, H9c2 cells, ATPLite luminescence; H9c2 cardiomyocytes, H2O2 injury protection, 2 h; protection from H2O2 cell death, % at 20 µM; actives 0.63% (n = 360,000);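 active means compounds giving at least 50% protection of heart cells from peroxide-induced death in the single-dose screen, raw or plate-pattern-corrected value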;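 further: 0% = DMSO wells with peroxide and 100% = DMSO wells without peroxide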
Vif imaging: HIV Vif self-association inhibitors, primary screen, imaging, HEK293T, single point; actives 0.35% (n = 340,000); inhibition, % at 7.49 µM; HEK293T cells, Vif self-association by quenched fluorescence, 24 h; in the data active means inhibition above about 50%, passing the limit was not always enough; further: some results filed as inactive read as strong as hits
MC4R antagonist: MC4R antagonists of cAMP signaling, primary screen, cell-based, TR-FRET, antagonist arm of biased-ligand search. inhibition, % at 6.5 µM. MC4R-expressing cells, MTII-stimulated cAMP, LANCE TR-FRET. actives 0.48% (n = 360,000);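 active means inhibition above its plate's cutoff, the mean of tested wells on that plate plus 3 SD, cut at about 29% in these data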;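 further: 0% = Melanotan II alone and 100% = Melanotan II plus saturating MCL0020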
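Assay system: U2OS-MC4R stable cell line; Also added: Melanotan II; Technique: Eu-cAMP/anti-cAMP TR-FRET, emission 671 nm; Times: 30-min compound, 1-h challenge, 1-h detection, room temperature.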
aDG glyco up: activators of alpha-DG glycosylation, primary screen, uHTS, Pro5-aDG cells, AlphaScreen; alpha-DG glycosylation AlphaScreen (IIH6); 0% Pro5, 100% B10-LARGE cell signal; actives 0.22% (n = 360,000); activation, % at 10 µM; AID 624168, 2012;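 active means activation of at least 8% versus controls, or a plate z-score of at least 8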;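 further: Pro5 are CHO cells carrying HIG-tagged alpha-DG that lacks glycosylation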
CaV13 ICDI inh: Primary screen for inhibitors of IQ motif and Ca2+-dependent inactivation inhibitor domain binding in CACNA1D, Förster resonance energy transfer in living cells, … | inhibition, % at 12.3 µM | HEK cells, CFP/YFP FRET ICDI-IQ, plate reader, 10 min; percent FRET-ratio fall versus neutral wells | actives 0.098% (n = 340,000) | AID 743397;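 active means mean replicate inhibition of at least 30% and at least 1% of replicates passing that level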;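 further: 0% = median of the neutral control wells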
N-glyco inh: increase of ERlucT glycosylation luciferase signal, primary screen, N-linked glycosylation inhibitor project, D54 ERlucT cells, luminescence, set 2; reporter increase, % at 12.5 µM; actives 0.23% (n = 360,000); D54 ERlucT glycosylation luciferase reporter, 24 h; percent of 100 nM tunicamycin response;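 active means mean luciferase reporter signal, scaled so untreated is 0 and the glycosylation-blocking control 100, at or above a set limit in every replicate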;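 further: luciferase carries N-glycosylation sites so blocking glycosylation raises the light; 0% = median of neutral control wells and 100% = median of 100 nM tunicamycin wells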
HTR2A ag: mouse Htr2a agonists via beta-arrestin recruitment, primary screen, cell-based, luminescence. activation, % at 7.6 µM. AID 624169, 2012. actives 0.66% (n = 360,000). 5-hydroxytryptamine receptor 2A (Mus musculus), P35363. CHO-K1 mHTR2A beta-arrestin complementation; percent of 30 µM serotonin response;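 active means activation above a run cutoff, the mean activation of all tested compounds plus 3 SD, cut at about 14% in these data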;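 further: 0% = plate median of compound wells and 100% = 30 µM serotonin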
MC4R barr agon: MC4R agonists recruiting beta-arrestin, primary screen, cell-based, luminescence, agonist arm of biased-ligand search; U2OS MC4R beta-arrestin complementation; percent of melanotan II response, DMSO zero; AID 540308, 2011; activation, % at 8.9 µM; actives 0.98% (n = 360,000);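 active means activation above a per-plate cutoff, the mean activation of sample wells on that plate plus 3 SD, cut at about 8% in these data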
Numbers without * were called inactive; . = not tested or not shown.

item	canonical_smiles	ABCB6 inh 2	PDI inh	H9c2 protect	Vif imaging	MC4R antagonist	aDG glyco up	CaV13 ICDI inh	N-glyco inh	HTR2A ag	MC4R barr agon
1	COc1ccc(NC(=O)CN2C(=O)NC3(CCCC3)C2=O)cc1OC	97	4	0	17	2	0.1	-3	0	6	0.1
2	CC(NC(=O)Nc1ccccc1)C(c1cccs1)N1CCOCC1 (stereo unspecified)	96	.	4	-4	1	-0.2	-9	0	-2	0.8
3	O=C1Nc2cc(Cl)c(Cl)cc2N(O)N1c1ccccc1Cl	94	5	1	6	6	-0.2	10	2	0	-0.3
4	O=C(NCCc1c[nH]c2ccccc12)/C(=C/c1cccnc1)NC(=O)c1cccs1	95	1	7	0	1	-0.1	7	3	1	-2.1
5	Cc1ccc2oc(C(=O)NC3CCS(=O)(=O)C3)c(C)c2c1 (stereo unspecified)	95	0	0	.	-12	0.1	-6	.	8	-1.7
6	Cc1ccnc(N2CCCC(C(=O)NCc3cccs3)C2)n1 (stereo unspecified)	102	3	7	-1	0	0.0	-5	1	-3	0.8
7	COc1ccc(CNC(=O)c2cccc(S(=O)(=O)N3CCCCC3)c2)cc1OC	98	1	-15	-6	13	2.0	-7	-4	6	-4.7
8	CCc1ccc(/C(C)=N/NC(=O)c2c[nH]c3ccccc23)s1	99	10	-9	-12	2	0.3	-7	0	-11	-1.6
9	CC1CC(C)CN(S(=O)(=O)c2ccc(C(=O)N3CCN(c4ccccc4)CC3)cc2)C1 (stereo unspecified)	98	-6	-4	-2	-1	0.2	-9	-5	2	1.2
10	O=C(O)Cc1ccc(NC(=O)c2ccc(NC(=O)c3ccco3)cc2)cc1	100	-4	8	6	5	-0.1	-8	1	3	-2.2
11	COc1cccc(/C=C2\SC(=O)N(CCC(=O)NC3CCS(=O)(=O)C3)C2=O)c1 (stereo unspecified)	96	-1	-7	0	2	0.4	-4	0	-2	-1.7
12	COc1ccccc1CN(C)C(=O)c1cc(C)nc2ccccc12	101	10	-1	-3	5	-0.1	-4	-1	-1	1.7
13	CCOc1cc(/C=C2/NC(=O)N(CC(=O)Nc3cccc(C)c3)C2=O)ccc1OC	89	-1	-4	-14	-4	0.3	.	1	-2	0.6
14	Cc1nc(CNS(=O)(=O)c2ccc(F)cc2)cs1	98	-7	6	10	-5	0.0	-14	1	-3	-1.1
15	COCC(=O)OC1CCn2c1nc1c2C(=O)C(C)=C(NC(C)=O)C1=O (stereo unspecified)	93	4	-17	-4	-9	7.5	-5	-2	10	-2.0
16	CCN1CCN(C(=O)c2ccc(OC)c(S(=O)(=O)Nc3ccc(C)cc3)c2)CC1	97	-1	-2	4	16	-0.1	-6	0	0	-0.3
17	CC(NC(=O)C1c2ccccc2Oc2ccccc21)C1CCCO1 (stereo unspecified)	101	2	6	-2	10	0.2	-2	1	8	-1.7
18	CCOc1ccccc1NC(=O)CSc1ncnc2c1oc1ccccc12	93	3	-13	6	-3	0.2	-4	-1	-1	-1.5
19	O=C(COC(=O)/C=C/c1ccco1)NCc1ccccc1	97	12	-1	0	7	-0.2	-7	2	0	-1.3
20	CCOc1cc(/C=N\NC(=O)CC(=O)NCCc2ccccc2)ccc1O	95	-5	-6	22	2	0.1	-3	1	-6	-1.1
21	COc1cc2c(cc1OC)C(=O)N(C)CC2	100	.	1	-4	14	0.3	.	1	1	-0.6
22	COC(=O)c1ccc(NC(=O)C2C3C=CC(O3)C2C(=O)O)cc1 (stereo unspecified)	96	-4	7	8	0	-0.3	-4	2	2	-1.8
23	COc1cc(C(=O)Nc2ccccc2N2CCN(S(C)(=O)=O)CC2)cc(OC)c1OC	195	-10	23	.	0	0.0	0	3	1	-1.6
24	COc1nc(Nc2cccc([N+](=O)[O-])c2)nc(OC)n1	92	-1	-4	-4	12	0.1	-5	2	2	-3.2
25	COc1ccc(C(=O)Nc2ccc3c(c2)OCO3)cc1S(=O)(=O)N1CCOCC1	100	-6	-1	-2	0	-0.3	-3	1	-5	-0.3
26	O=C(CCS(=O)(=O)c1cccc2nonc12)NCCc1ccccc1	95	5	4	1	10	-0.3	-4	0	2	0.6
27	Cc1cccn2c(=O)nc(SCC(=O)N3CCCC3)nc12	95	2	9	19	-1	0.2	-16	1	2	-0.2
28	CCCCNS(=O)(=O)c1ccc(OC)c2ncccc12	97	-2	0	-4	11	-0.4	-2	1	1	1.0
29	COCCCN1C(=O)C(CC(=O)NCCc2ccccn2)CC(C(=O)N(C(C)C)C(C)C)=C1C (stereo unspecified)	93	.	4	.	.	0.5	-4	4	3	.
30	CCNC(=O)NC(=O)C(C)Sc1nc2cc(C(=O)OC)ccc2c(=O)n1-c1ccccc1 (stereo unspecified)	99	8	30	5	3	0.0	.	-4	4	-1.2

A different layout for some results above.
The line under a structure holds: ABCB6 inh 2, PDI inh, H9c2 protect, Vif imaging, MC4R antagonist, aDG glyco up, CaV13 ICDI inh, N-glyco inh, HTR2A ag, MC4R barr agon
27) Cc1cccn2c(=O)nc(SCC(=O)N3CCCC3)nc12
 : 95, 2, 9, 19, -1, 0.2, -16, 1, 2, -0.2
28) CCCCNS(=O)(=O)c1ccc(OC)c2ncccc12
 : 97, -2, 0, -4, 11, -0.4, -2, 1, 1, 1.0

(further entries)
item	canonical_smiles	ABCB6 inh 2	PDI inh	H9c2 protect	Vif imaging	MC4R antagonist	aDG glyco up	CaV13 ICDI inh	N-glyco inh	HTR2A ag	MC4R barr agon
31	Cc1c(NC(=O)Nc2cccc([N+](=O)[O-])c2)c(=O)n(-c2ccccc2)n1C	96	-13	-2	1	9	-0.5	-6	-1	-3	-4.9
32	Clc1ccc(CCNc2nc3ccccc3n3nnnc23)cc1	97	12	-3	.	3	0.0	-5	2	3	-1.4
33	C#CCOCCOCCOCCNc1nc(N2CCN(C(=O)CCCCCCCCCCNC(=O)Cn3cc(CCCCCN)nn3)CC2)nc(N2CCN(C(=O)CCCCCCCCCCNC(=O)Cn3cc(C[C@@H](C)O)nn3)CC2)n1	95	22	2	1	6	-0.1	.	5	11	1.1
34	CCCCC1(CC(=O)OCC)SCCN1C(N)=O (stereo unspecified)	99	-5	8	0	-4	0.0	-10	3	4	1.9
35	O=C(NCc1ccccc1)C1=C[C@H](c2ccccc2)C[C@H](OCc2ccc(CO)cc2)O1	95	3	4	-7	10	-0.1	-6	2	-2	0.0
36	O=C(COC(=O)Cc1ccc(Cl)cc1Cl)Nc1ccccc1OC(F)F	100	-2	-10	3	-2	-0.1	-3	-1	5	1.5
37	O=C1C2ON(c3ccccc3)C(c3ccncc3)C2C(=O)N1c1ccccc1 (stereo unspecified)	99	18	-2	7	-2	0.0	-4	-1	5	-2.5
38	CC1(C)SC(=S)N(/N=C/c2ccccc2)C1N(O)C(=O)Nc1ccc([N+](=O)[O-])cc1 (stereo unspecified)	97	-8	-26	21	1	-0.3	-4	-2	-2	7.6
39	Cc1ccc(NNC(=O)C(=O)N2CCCCC2)cc1	100	1	-2	3	6	0.7	-14	4	2	-0.8
40	O=C(CSc1ncn[nH]1)Nc1cccc2ccccc12	98	10	-5	.	-1	0.0	-5	0	0	-0.9
41	O=C(O)C/C(=C\c1ccc2c(c1)OCO2)c1nc2ccccc2s1	105	-12	1	18	-4	0.0	-4	-3	4	-0.6
42	O=C(c1cnn2c(C(F)(F)F)cc(-c3ccco3)nc12)N1CCCCCC1	87	3	-1	16	12	0.4	-1	-1	7	2.9
43	Cc1cccc(NC(=O)C23CCC(C)(C2Br)C3(C)C)c1 (stereo unspecified)	97	0	-6	-1	3	0.1	-3	13	0	1.9
44	Cc1cccc(OCCCC(=O)N2CCCc3ccccc32)c1C	92	2	-13	.	11	0.1	-8	-4	1	2.8
45	O=C(O)CCc1nnc2n(Cc3ccc(F)cc3)c(=O)c3ccccc3n12	95	.	-13	1	-6	0.1	-2	-3	1	-1.6
46	C(=N\c1nccs1)/c1cccnc1	101	-3	-5	7	-4	0.0	.	1	1	-2.1
47	O=C(O)c1ccc(N2C(=O)CSC2c2cccc([N+](=O)[O-])c2)cc1 (stereo unspecified)	91	-2	0	-4	-2	0.0	-1	-1	1	-3.3
48	Cc1ccc(C(=O)NNC(=O)COc2ccc(Cl)cc2C)o1	99	-2	-1	1	18	-0.1	-5	2	-4	-1.1
49	COc1ccc(C(=O)NC(=S)N(C)C2CCCCC2)cc1	94	-1	2	5	6	-0.2	-6	-2	2	2.0
50	O=S(=O)(NCc1ccccc1Cl)c1ccc(-n2cnnn2)cc1	82	4	-1	-5	-1	0.0	-5	0	2	0.8
51	Cc1cccc(NC(=O)CSc2ccc(-c3ccco3)nn2)c1C	97	-25	-1	-7	-5	0.0	-4	1	2	2.3
52	CCCn1c(SCC(=O)Nc2ccc(NC(C)=O)cc2)nc2c1c(=O)n(C)c(=O)n2C	94	-7	-3	-9	11	0.2	-3	3	5	-0.9
53	Cc1cc(C(=O)COC(=O)c2ccc(N)c([N+](=O)[O-])c2)c(C)n1-c1ccc2c(c1)OCO2	99	-5	-26	-7	-7	4.1	-4	11	0	-2.0
54	CN1CCN(CC(=O)N(Cc2c(C#N)c3ccccc3n2C)c2ccccc2)CC1	101	-5	4	-1	6	-0.2	-5	0	-9	-1.8
55	CCOCCCn1c(SCC(=O)N(C)C2CCS(=O)(=O)C2)nc2ccccc2c1=O (stereo unspecified)	101	15	4	-9	10	0.3	-5	-2	1	-2.5
56	CCn1c(C(=O)NCCCN2CCc3ccccc3C2)cc2sccc21	99	1	5	1	0	-0.1	-7	1	1	1.3
57	COc1ccc(N2CCN(C(CNS(=O)(=O)c3ccc4c(c3)OCCO4)c3ccco3)CC2)cc1 (stereo unspecified)	91	3	-3	-6	5	-0.1	-2	0	-4	-2.0
58	C/C=C/CSc1nc2c(c(=O)[nH]c(=O)n2C)n1CCC	97	-4	-1	-4	-7	0.2	-2	6	-3	-0.6
59	Clc1cccc(-c2nc(NCCN3CCOCC3)c3ccccc3n2)c1	91	5	14	8	0	-0.4	-6	-2	5	-2.0
60	CN(C)c1nc(N)nc(CSc2ncc(Cl)cc2Cl)n1	100	-1	4	6	-2	-0.1	-3	0	7	-3.7
61	CCO/C([O-])=N/c1sn[n+](C)c1C	104	0	4	-9	3	-0.1	-2	4	4	-1.9
62	Cc1nccn1CCN(C)Cc1cn(Cc2ccccc2)nc1-c1ccc2c(c1)OCO2	106	7	-4	-11	11	1.5	-4	-2	-6	0.3
63	CC1=CC2=NC(=O)/C(=C/c3coc4ccc(Cl)cc4c3=O)C(=N)N2O1	104	-2	-9	-15	-1	0.0	-16	2	3	-0.5
